Screening results (PubChem BioAssay)
Pol eta inh: qHTS for Inhibitors of Polymerase Eta; DNA polymerase eta (Homo sapiens), Q9Y253; recombinant Pol eta, fluorescent DNA replication assay; 390,000 tested, 1.2% active; Potency, µM (series often up to 114 µM), without a hit: at the top dose activity change, negative = inhibition, usual class: inhibitors; note: potency is the fitted concentration of half-maximal effect; % is set by controls: 0 for no effect and ±100 for the full control effect
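Fluorescent replication assay: 50 nM final substrate added after a 15 min room-temperature compound preincubation with 10 nM enzyme. Signal taken at 0 min and again at 10 min.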
Pol kappa inh: qHTS for Inhibitors of Polymerase Kappa | Potency, µM (top dose mostly 107 µM), for the others: top-dose activity, negative = inhibition, hits mostly inhibitors | AID 588579, 2011 | DNA polymerase kappa (Homo sapiens), Q9UBT6 | 400,000 tested, 0.53% active | purified Pol kappa, fluorescent DNA synthesis assay, 10 min; note: potency is the fitted concentration of half-maximal effect; % is set by controls: 0 for no effect and ±100 for the full control effect
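Readout: fluorescence, taken kinetically at 0 and 10 min. Conditions: 10 nM Pol kappa, 15 min RT compound preincubation, 50 nM substrate final. Controls: enzyme-free buffer wells.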
LDHA block: qHTS assay for inhibitors of human lactate dehydrogenase; 480,000 tested, 0.15% active; AID 1347041, 2019; purified LDHA, NADH/diaphorase-resazurin fluorescence; active compounds read low; L-lactate dehydrogenase A chain (Homo sapiens), P00338; activity change, % (values are at about 110 or 230 µM); in the data active = activity change below about -30%; inconclusive = mostly about -25% to -30%;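 note: plate controls were DMSO wells for no effect and wells without enzyme for full effect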
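LDH5 2 nM; NADH 0.06 mM, pyruvate 0.2 mM; 200 mM Tris pH 7.4, EDTA, Tween-20; 5 min RT. Detection: diaphorase 0.133 mg/mL + resazurin 37 µM, fluorescence ex540/em590 at 0 and 20 min; normalized to enzyme-free and DMSO wells.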
GRP78 ERSR act: qHTS for Inducers of the Endoplasmic Reticulum Stress Response (ERSR) in Human Glioma: qHTS; U87-MG GRP78 promoter luciferase reporter, 16 h; Potency, µM, without a hit: top-dose activation, hits mostly activators; 420,000 tested, 0.02% active; AID 602332, 2012; note: potency is the fitted concentration of half-maximal effect; series mostly up to about 76 µM; % of control where 0% means no effect; nearly all actives have a fitted effect of over 35% in size
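Stably transfected U87-MG human glioma cells carrying a GRP78-based luminescent sensor were seeded at 1000 cells/well, pin-dosed with compounds and incubated 16 h. Luciferase reagent was then added, and end-point luminescence was read after 10 min at room temperature.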
BLM helicase inh: qHTS Assay for Inhibitors of Bloom's syndrome helicase (BLM); 350,000 tested, 0.2% active; RecQ-like DNA helicase BLM (Homo sapiens), P54132; recombinant BLM DNA unwinding, fluorescence dequenching; AID 2528, 2010; Potency, µM (titrated, usually from 56.1 µM), for inactives: at the top dose activity change, negative = inhibition, usual class: inhibitors;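 note: potency is the fitted concentration of half-maximal effect; plate controls were vehicle for no effect and no enzyme for full effect; nearly all actives have a fitted effect of over 35% in size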
Apoferritin bind: qHTS Assay for Identification of Novel General Anesthetics | Ferritin light chain (Equus caballus), P02791 | Potency, µM (titrated, usually from 77.5 µM), without a hit: at the top dose activity change, negative = displacement, most hits filed as inhibitors | 350,000 tested, 0.074% active | apoferritin/1-aminoanthracene competitive binding, fluorescence; note: potency is the fitted concentration of half-maximal effect; % is set by controls: 0 for no effect and ±100 for the full control effect; nearly all actives have a fitted effect of over 20% in size
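Horse-spleen apoferritin (10 uM) was mixed with 50% saturated 1-aminoanthracene in PBS, exposed to compounds for 10 min at room temperature, and read for fluorescence (ex 380 nm, em 535 nm). Competitive displacement was fitted with a four-parameter Hill equation.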
POLB inh: qHTS Assay for Inhibitors of DNA Polymerase Beta; Pol beta primer extension/strand displacement, fluorescence kinetic; 340,000 tested, 1.3% active; Potency, µM (series often up to 114 µM), for the others: at the highest dose activity change, negative = inhibition, actives largely listed as inhibitors; AID 485314, 2010; P06746; note: potency is the fitted concentration of half-maximal effect; % is set by controls: 0 for no effect and ±100 for the full control effect
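Preincubation: enzyme (10 nM) with compound, 15 min, RT. Reaction: substrate added to 50 nM final. Reads: 0 and 10 min. Analysis: normalized, Hill fit.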
APE1 inh: qHTS Assay for Inhibitors of the Human Apurinic/apyrimidinic Endonuclease 1 (APE1); recombinant APE1, TAMRA/BHQ-2 abasic DNA cleavage fluorescence; Potency, µM (series often up to 65.8 µM), for inactives: at the top dose activity change, negative = inhibition, actives largely listed as inhibitors; 350,000 tested, 0.35% active; AID 2517, 2012;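 note: potency is the fitted concentration of half-maximal effect; plate controls were vehicle for no effect and reference inhibitor for full effect; nearly all actives have a fitted effect of over 55% in size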
Target sequence (P27695 whole entry, looked up): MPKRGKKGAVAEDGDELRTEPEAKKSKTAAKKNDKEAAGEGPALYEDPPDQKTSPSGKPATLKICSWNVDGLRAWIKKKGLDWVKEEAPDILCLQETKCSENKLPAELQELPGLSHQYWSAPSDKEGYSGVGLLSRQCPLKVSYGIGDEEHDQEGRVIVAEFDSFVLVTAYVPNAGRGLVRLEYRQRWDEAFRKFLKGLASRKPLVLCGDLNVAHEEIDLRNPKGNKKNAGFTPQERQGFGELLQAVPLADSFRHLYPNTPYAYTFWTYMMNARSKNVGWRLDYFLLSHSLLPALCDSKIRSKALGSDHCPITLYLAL
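Incision of a quenched TAMRA/BHQ-2 THF abasic-site duplex (50 nM) by 0.75 nM APE1, after 15 min compound preincubation, measured as fluorescence increase over three 60 s reads. Values normalized to buffer, DMSO and NSC13755 control wells.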
POLI inh: qHTS for Inhibitors of Polymerase Iota; Pol iota fluorescent replication assay, 10 min; Potency, µM (series often up to 115 µM), inactives show top-dose activity, negative = inhibition, hits mostly inhibitors; AID 588590, 2011; DNA polymerase iota (Homo sapiens), Q9UNA4; 390,000 tested, 1% active; note: potency is the fitted concentration of half-maximal effect
Target sequence (Q9UNA4 whole entry, looked up): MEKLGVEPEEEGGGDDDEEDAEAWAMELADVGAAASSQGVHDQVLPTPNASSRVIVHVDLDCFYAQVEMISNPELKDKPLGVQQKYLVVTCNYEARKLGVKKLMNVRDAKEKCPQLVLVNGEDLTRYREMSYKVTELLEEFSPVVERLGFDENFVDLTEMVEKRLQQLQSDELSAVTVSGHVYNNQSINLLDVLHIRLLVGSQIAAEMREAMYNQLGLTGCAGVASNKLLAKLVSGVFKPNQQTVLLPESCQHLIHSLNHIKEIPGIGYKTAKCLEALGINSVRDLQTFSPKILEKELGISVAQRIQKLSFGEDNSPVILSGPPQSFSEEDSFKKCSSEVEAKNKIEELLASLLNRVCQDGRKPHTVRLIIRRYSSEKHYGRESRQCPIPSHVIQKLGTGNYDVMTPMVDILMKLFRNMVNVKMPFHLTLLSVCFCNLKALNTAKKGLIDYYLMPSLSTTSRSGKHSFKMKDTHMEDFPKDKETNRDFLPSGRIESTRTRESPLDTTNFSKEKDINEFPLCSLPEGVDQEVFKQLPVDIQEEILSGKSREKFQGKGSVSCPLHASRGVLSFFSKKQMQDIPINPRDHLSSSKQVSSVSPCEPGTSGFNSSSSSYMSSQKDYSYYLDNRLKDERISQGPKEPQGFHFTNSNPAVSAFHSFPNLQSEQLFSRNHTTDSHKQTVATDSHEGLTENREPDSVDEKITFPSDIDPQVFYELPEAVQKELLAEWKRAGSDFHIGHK
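Fluorescent replication assay read twice, at 0 min and 10 min after adding 50 nM (final) substrate. Enzyme (10 nM) and compounds were first incubated 15 min at room temperature; enzyme-free buffer wells were negative controls.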
* = called active by the depositor; ? = inconclusive; · = no result given; [ ] = dose if it differs, or a comment. Unless noted, calls come from the whole dose curve; as a rule, active = well fitted curve in the direction sought with a large enough effect; inconclusive = small, poorly fitted or top-dose-only effect, or another doubt; inactive = no such curve, though single readings can be large; an effect the other way counts as inactive or inconclusive.

The first five records as a preview:
SMILES	Pol eta inh	Pol kappa inh	LDHA block	GRP78 ERSR act	BLM helicase inh	Apoferritin bind	POLB inh	APE1 inh	POLI inh
Cc1nnc(NC(=O)C2CCN(S(=O)(=O)c3ccc(F)c(Cl)c3)CC2)o1	2%	-11%	0	-5%	·	·	·	-16%	40%[activator]
CC(C)CCN(CCC(C)C)C(=O)Cc1c(O)c2ccccc2[nH]c1=O	-8%	-5%	1	-4%	-3%	-8%	29%	1%	-10%
C=CCN=C1SC(CC)C(=O)N1S(=O)(=O)c1ccc(C)cc1 (stereo unspecified)	-2%	-3%	-3	-3%	0%	-17%	22%	2%	10%
COc1ccc(CNC(=O)c2ccc(CS(=O)Cc3ccc(Cl)cc3)o2)cc1 (stereo unspecified)	-12%	-4%	-4	-2%	-1%	-6%	-17%	15%	-11%
CCOc1ccc(-c2nc(-c3ccc(OC)c(OC)c3)no2)cc1OCC	·	·	·	·	-8%	3%	2%	-3%	·

The list itself, from the start:
SMILES	Pol eta inh	Pol kappa inh	LDHA block	GRP78 ERSR act	BLM helicase inh	Apoferritin bind	POLB inh	APE1 inh	POLI inh
Cc1nnc(NC(=O)C2CCN(S(=O)(=O)c3ccc(F)c(Cl)c3)CC2)o1	2%	-11%	0	-5%	·	·	·	-16%	40%[activator]
CC(C)CCN(CCC(C)C)C(=O)Cc1c(O)c2ccccc2[nH]c1=O	-8%	-5%	1	-4%	-3%	-8%	29%	1%	-10%
C=CCN=C1SC(CC)C(=O)N1S(=O)(=O)c1ccc(C)cc1 (stereo unspecified)	-2%	-3%	-3	-3%	0%	-17%	22%	2%	10%
COc1ccc(CNC(=O)c2ccc(CS(=O)Cc3ccc(Cl)cc3)o2)cc1 (stereo unspecified)	-12%	-4%	-4	-2%	-1%	-6%	-17%	15%	-11%
CCOc1ccc(-c2nc(-c3ccc(OC)c(OC)c3)no2)cc1OCC	·	·	·	·	-8%	3%	2%	-3%	·
CCN(CC(=O)Nc1c(F)cccc1F)C(=O)Cc1ccc(OC)c(S(=O)(=O)N2CCOCC2)c1	-19%	-2%	0	-5%	·	·	·	17%	-9%
CCN1CCN(C(c2cccs2)C(C)NC(=O)NC2CCCCC2)CC1 (stereo unspecified)	-6%	-6%	-2	-3%	2%	-4%	0%	-5%	23%
COCCCNc1nc2ccccc2nc1NS(=O)(=O)c1ccc(C)cc1C	6%	-8%	-8	-4%	-1%	5%	0%	-3%	4%
O=C(CN(C(=O)Cn1nnc(-c2cccs2)n1)c1ccc2c(c1)OCCO2)NC1CCCCC1	-16%	8%	1	-4%	-3%	-23%	-1%	-1%	12%
S=C(Nc1cccnc1)Nc1cccc2cnccc12	-19%	2%	24	-1%	-16%	-10%	1%	-5%	?
Cc1ccc(NC2=C(Cl)C(=O)N(C3CCCCC3)C2=O)cc1	-6%	-3%	-2	-3%	1%	-1%	17%	9%	-9%
Oc1cccc2ccc(/C=C/c3ccc(Br)s3)nc12	-4%	-10%	-8	1%	3%	-14%	12%	4%	-2%
Nc1cc(N)nc(SCC(=O)c2ccccc2)n1	4%	-13%	0	1%	-2%	?	4%	1%	?
Cc1csc(SCC(=O)c2cc(C)n(Cc3cccs3)c2C)n1	-11%	-13%	2	-18%	-3%	?	0%	-5%	-25%
Cc1ccccc1NC(=O)C1C2/C=C\CCCCC21 (stereo unspecified)	-3%	-11%	-2	1%	0%	-4%	45%	3%	?
Cc1c(C(=O)N2CCC(C)CC2)c(S(=O)(=O)Nc2cccc(C(F)(F)F)c2)c(C)n1C	-13%	-1%[60.1 µM]	8	-2%	-4%	?	-16%	·	8%
Cc1ccc(S(=O)(=O)N2CCC(=O)N(CCOCc3ccc(Cl)cc3)CC2)cc1	-4%	-8%	-2	-1%	-2%	-10%	-6%	8%	1%
C=CCc1ccccc1OCC(=O)O	-22%	-30%	-6	-2%	0%	30%	?	?	?
O=C(N/N=C/c1ccc(Br)s1)Nc1ccccc1	-10%	-7%	-5	3%	-3%	-22%	-14%	-6%	-9%
O=C(N/N=C/c1cccc([N+](=O)[O-])c1O)c1cccs1	-16%	-5%	13	-3%	2%	-3%	-4%	1%	-3%
CCCN(CCC)Cc1c(C(=O)N/N=C/c2ccoc2)nnn1-c1nonc1N	-14%	-8%	7	2%	-9%	-23%	18%	16%	50%[activator]
CCOc1ccc(NS(=O)(=O)c2cnc(Cl)c(Cl)c2)cc1	-22%	-9%	1	-3%	-9%	-9%	?	-2%	14%
Cc1ccccc1CN1CCC(n2nccc2NC(=O)CCCc2ccccc2)CC1	0%	2%	-2	-10%	4%	-22%	1%	-13%	4%
CC(C)Oc1ccc(C(=O)N2CCN(CCc3ccccn3)CC2)cc1	-8%	0%	-9	-2%	1%	4%	41%	·	28%
Cn1c(C(=O)NC2CCCCC2)cc2sccc21	-8%	3%	4	11%	-2%	-10%	18%	2%	18%
COc1ccc(-c2c(C(F)(F)F)[nH]n3c(=O)cc(-c4ccccc4)nc23)cc1	89µM*	-4%	-4	6%	-5%	2%	12%	-5%	-12%
CCN(CC)S(=O)(=O)c1ccc2c(c1)N(CC(=O)N1CCN(c3cccc(Cl)c3)CC1)C(=O)CO2	-21%	-20%[60.1 µM]	0	-2%	-4%	47%[activator]	-10%	·	27%
CN(C)S(=O)(=O)Oc1ccc(Cl)cc1C(=O)Nc1cccc(C(F)(F)F)c1	-16%	-10%	-2	-3%	-6%	-22%	?	-9%	10%
COc1ccc(Nc2nc(NCc3ccco3)nc(N/N=C/c3ccccc3Cl)n2)cc1	-10%	-6%	0	2%	-1%	-10%	10%	-3%	8%
CC(C)(C)OC(=O)N1CCC(c2c(C(=O)N3CCN(C(=O)c4ccco4)CC3)cnn2-c2ccccc2Cl)CC1	-11%	-11%	-7	-2%	1%	-9%	0%	·	16%
Cc1cccc(NC(=O)c2ccc3ccccc3n2)n1	?	-3%	5	5%	1%	6%	?	-4%	17%
COc1ccc(OC)c([C@H](O)CNC(=O)CN)c1	·	-13%[19.4 µM]	·	-2%	-5%[21.4 µM]	-12%[29.3 µM]	·	·	·
Cc1ccc(-n2c(=O)c3sccc3n(Cc3cc(=O)n4ccccc4n3)c2=O)cc1F	·	·	·	·	-9%	-17%	5%	5%	·
COc1ccc(NC(=O)CCCc2nnc3n(C)c(=O)c4sccc4n23)cc1	-19%	-9%	-4	-6%	0%	-1%	-2%	29%	15%
O=C(Nc1ccc(F)c(Cl)c1)c1ccccc1	-16%	3%	-4	3%	·	·	·	68%[activator]	?
Cc1ccc2nc(SCC(=O)c3c(N)n(C4CC4)c(=O)[nH]c3=O)[nH]c2c1	-23%	0%	-5	0%	·	·	·	-2%	-5%
C/C(=N\NC(=O)c1cccc(S(=O)(=O)N2CCOCC2)c1)c1ccco1	-13%	-1%	-1	1%	-9%	-5%	-4%	-3%	37%[activator]
CCCn1c(SCC(=O)c2ccc3c(c2)OCCO3)n[nH]c1=O	-17%	2%	-5	4%	0%	-9%	17%	10%	146%[activator]
CSc1ccc(C2NC(=O)CCC2[N+](=O)[O-])cc1 (stereo unspecified)	-11%	-11%	-10	-4%	-2%	-13%	30%	10%	-6%
COC(=O)Nc1ccc2ccc3c(NC(=O)OC)ccc4ccc1c2c43	-17%	-14%	0	-5%	·	·	·	·	-22%

Whole records, looked up by structure. Order of screens: Pol eta inh	Pol kappa inh	LDHA block	GRP78 ERSR act	BLM helicase inh	Apoferritin bind	POLB inh	APE1 inh	POLI inh
Profile of O=C(Nc1ccc(F)c(Cl)c1)c1ccccc1 = -16%	3%	-4	3%	·	·	·	68%[activator]	?
Profile of COc1ccc(NC(=O)CCCc2nnc3n(C)c(=O)c4sccc4n23)cc1 = -19%	-9%	-4	-6%	0%	-1%	-2%	29%	15%
Profile of COc1ccc(OC)c([C@H](O)CNC(=O)CN)c1 = ·	-13%[19.4 µM]	·	-2%	-5%[21.4 µM]	-12%[29.3 µM]	·	·	·

New compounds follow:
SMILES	Pol eta inh	Pol kappa inh	LDHA block	GRP78 ERSR act	BLM helicase inh	Apoferritin bind	POLB inh	APE1 inh	POLI inh
CC(NC(=S)Nc1ccc(OC(F)F)c(Cl)c1)C(C)(C)C (stereo unspecified)	-16%	2%	1	-3%	-8%	-21%	26%	-10%	-17%
Cc1ccc2nc(SCc3nnc(-c4ccccc4[N+](=O)[O-])o3)c(C#N)cc2c1	-22%	-8%	0	-1%	-2%	-11%	-23%	1%	37%[activator]
COc1ccc(CN(C)C(=O)c2cnc(OC)cc2C(F)(F)F)c(OC)c1	-5%	-11%	-7	-2%	-1%	-18%	5%	1%	-13%
Cc1ccccc1C(=O)Nc1ccc(Br)cn1	-11%	-4%	2	3%	-2%	-15%	6%	17%	-14%
Cc1cc(C)c(S(=O)(=O)Nc2ccc(-c3ccc(N4CCC(C)CC4)nn3)cc2)cc1C	6%	-8%[60.1 µM]	2	-2%	-6%	-4%	4%	·	-16%
CNC(=O)C(=O)NCCCN1CCOCC1	-4%	13%	-1	-3%	-8%	-8%	-1%	-3%	33%[activator]
Cc1ccc2c(c1)cc(CN(CCc1ccccc1)C(=O)N1CCOCC1)c1nnnn12	-9%	-17%	-8	-1%	1%	?	2%	-1%	7%
Cn1c(CNC(=O)OC(C)(C)C)nnc1SCc1c(Cl)cccc1Cl	-6%	-3%	-5	-3%	2%	-21%	?	-5%	0%
Cc1ccc2nc(Nc3cccc(Cl)c3C)c(-n3nc(C)cc3C)nc2c1	-23%	8%	1	-3%	-1%	-3%	-1%	·	20%

Some of the compounds tested; count on the stated rates, not on these rows.
